SRC1 TRFRET art: TR-FRET artefact, counter-screen to PPARgamma/SRC-1 agonist assay; TR-FRET detection artefact counter-screen, emission ratio; active compounds read high; TR-FRET ratio at 8 µM; 99,000 compounds, 0.34% hits; in the data active means TR-FRET ratio above about 2300; further: inactives centre near 1800; reference of the scale not given here
SRC3 TRFRET art: counter-screen for PPARgamma SRC-3 recruitment agonists: TR-FRET artefact; TR-FRET ratio at 8 µM; 99,000 compounds, 0.39% hits; AID 1048; PPARgamma/SRC-3 format; active compounds read high; in the data active means TR-FRET ratio above about 2000; further: inactives centre near 1600; reference of the scale not given here
* = called active by the depositor. A portion of the library; count on the stated rates, not on these rows.

nr	structure	SRC1 TRFRET art	SRC3 TRFRET art
1	O=C(CNC(=O)c1ccccc1F)OCC(=O)N1CCCc2ccccc21	1813	1485
2	CCOC(=O)NC(NCc1ccccc1)(C(F)(F)F)C(F)(F)F	1609	1615
3	CNCCOc1ccc(Cl)c(Cl)c1	1862	1503
4	CC1=NC(C)(C)Cc2c(C)cccc21	1788	1648
5	CCCN1C(=O)/C(=C/c2ccc3c(c2)OCO3)NC1=S	1911	1586
6	CC(=O)Nc1ccc2nc(CN3CCN(CC=C(C)C)C(CCO)C3)ccc2c1 (centres undefined)	1960	1511
7	Cc1nc2ccccc2cc1C(=O)NCc1ccc(F)cc1	1562	1608
8	Cc1ccc(CSCC(=O)N2CCN(c3ccccc3)CC2)cc1	1701	1636
9	O=C(NC(=S)NC(=O)c1ccccc1F)c1ccccc1F	1475	1418
10	Cc1ccc(-n2c(Cn3ncc4ccccc4c3=O)n[nH]c2=S)cc1	1909	1928
11	O=C1N(C2CCCC2)C[C@@H]2C[C@@H](c3cccn3-c3ccccn3)N3CCC[C@@]123	1843	1597
12	CCOC(=O)N1CCN(C(=O)c2ccc(CSc3ccc(Cl)cc3)cc2)CC1	1745	1637
13	COc1cc(SC)ccc1C(=O)N1CCN(c2ccc(O)cc2)CC1	1884	1515
14	Cc1ccccc1-c1nn(-c2ccc(F)cc2F)cc1CNCCCN(C)C	1527	1508
15	CCN(CC)c1ccc(N=Cc2cc(Br)ccc2O)cc1	1993	2049
16	CCN(CC)C(=O)c1[nH]cnc1C(=O)N[C@@H](C)C(=O)OCc1ccccc1	1752	1527
17	CCOc1ccccc1C(=O)N[C@H](C(=O)NCc1ccccc1)C(C)C	1668	1549
18	COc1ccc(OC)c(/C=C/C(=O)N2CCCc3ccccc32)c1	1691	1625
19	CCOC(=O)C1=C(O)C(=O)NC(c2ccccc2)=C(OCC)C1	1762	1697
20	CC(=O)Nc1ccc(NC(=O)c2nc(-c3ccccc3)oc2C)cc1	1955	1448
21	CCC1CCCCN1C(=O)COC(=O)c1cc2ccccc2cc1O (centres undefined)	1739	1365
22	Cc1cc(NC(=O)c2cc(-c3ccc(Br)cc3)on2)no1	1746	1246
23	CCOc1cc(C(=O)OCC(=O)Nc2ccc(Cl)cn2)ccc1OCC(=O)N1CCOCC1	1515	1341
24	Cc1cnc(C(=O)N2CCCC(C(=O)c3ccc(C(C)(C)C)cc3)C2)cn1 (centres undefined)	1826	1554
25	O=C(Cn1c(=O)n(-c2ccc(F)cc2)c(=O)c2sccc21)c1ccccc1	1987	1693
26	Cc1ccc(NC(=O)OCCNC(=O)c2ccncc2)cc1	1725	1822
27	CCOC(=O)C1(C)NC(c2ccco2)C2C(=O)N(C)C(=O)C21 (centres undefined)	1882	1561
28	COc1ccc(C2(CNC(=O)c3cc([N+](=O)[O-])cc([N+](=O)[O-])c3)CCCC2)cc1OC	1578	1336
29	c1ccc(COc2ccccc2CNc2nn[nH]n2)cc1	1786	1528
30	COc1ccc(-c2c(C)nn3c(N)c(C#N)cnc23)cc1OC	1756	1613
31	O=C(COC(=O)c1cc[n+]([O-])cc1)Nc1ccc([N+](=O)[O-])cc1Cl	1953	1482
32	CCC(Sc1ncnc2c1c(-c1ccccc1)cn2-c1ccc(OC)cc1)C(=O)OC (centres undefined)	1869	1519
33	O=C(CSc1nnc(-c2ccccc2O)n1Cc1ccccc1)NNC(=O)c1ccccc1O	1895	1570
34	Cc1nn(CC(=O)Nc2cc(S(=O)(=O)N(C)C)ccc2Cl)c(C)c1[N+](=O)[O-]	1839	1853
35	O=C(Cn1cnc2c(nnn2-c2ccccc2)c1=O)N1CCCc2ccccc21	1898	1456
36	CNC(=S)NCCc1cc2c(OC)ccc(OC)c2[nH]c1=O	1714	1572
37	Cc1ccc(C(=O)NNC2=Nc3cccc4cccc2c34)cc1	2254	1793
38	O=C(CNC(=O)C(c1ccccc1)c1ccccc1)N/N=C\c1ccc2c(c1)OCO2	1762	1598
39	CCc1ccc(NC(=O)C(C)OC(=O)c2cc(=O)[nH]c3ccc(S(=O)(=O)Nc4ccc(F)cc4)cc23)cc1 (centres undefined)	1783	1402
40	COc1ccccc1C(=O)NCC(=O)N/N=C/c1cccc(Cl)c1	1582	1483
41	Cc1cc(C(=O)COC(=O)/C=C/c2cccc(F)c2)c(C)n1C	1631	1436
42	CCN(CC)C(C(=O)NC1CCCCC1)c1ccc(C)cc1 (centres undefined)	1742	1379
43	Cc1cccc(-c2nnc3sc(-c4ccccc4C)nn23)c1	1918	1480
44	CC1Nc2nc(N(C)C)[nH]c(=O)c2NC1C (centres undefined)	1779	1647
45	O=C(Cn1cnc2cc([N+](=O)[O-])ccc2c1=O)Nc1ccc2c(c1)OCO2	1839	1679
46	C/C(=N/NC(=O)CCCOc1ccc(Cl)cc1Cl)c1ccc(C)o1	1833	1661
47	Cc1nnc(NC(=O)CSc2nnc(-c3ccccc3)n2C)s1	1688	1529
48	Cc1cc(Nc2ccccc2Br)n2nc(C)nc2n1	1803	1642
49	Cc1ccc(NC(=O)CN(C)C(=O)CCOc2cccc(C)c2)cc1	1810	1764
50	Cc1ccnc(NC(=O)CCC(=O)N(CC(=O)NCCc2ccccc2)Cc2cccs2)c1	1930	1724
51	COc1ccccc1NC(=O)Cc1nnc(SCC(=O)Nc2ccccc2F)n1C	1965	1726
52	O=S1(=O)C=C(SCc2ccc(F)cc2)Nc2ccccc21	1878	1479
53	Cn1cccc1Cc1nnc(SCC(=O)Nc2cccc(F)c2)n1-c1ccc(F)cc1	1934	1802
54	CCOc1ccc(NC(=S)N(CCc2c(C)[nH]c3ccc(C)cc23)Cc2ccco2)cc1	1693	1491
55	O=C(NCC1CCCO1)c1csc(Nc2cccc3ccccc23)n1 (centres undefined)	2171	1774
56	CC1CCN(CC(=O)Nc2ccc(N3CCCCCC3)cc2)CC1	1866	1622

Down the list, quoted from above.
Compounds 49 to 56 in SRC3 TRFRET art, in turn: 1764, 1724, 1726, 1479, 1802, 1491, 1774, 1622
Compounds 49 to 56 in SRC1 TRFRET art, in turn: 1810, 1930, 1965, 1878, 1934, 1693, 2171, 1866

The results go on.
nr	structure	SRC1 TRFRET art	SRC3 TRFRET art
57	CC(=O)Nc1cccc(C(=O)O)n1	1806	1495
58	O=C(NCC1CCCO1)c1cc(S(=O)(=O)N2CCCC2)c(Cl)cc1Cl (centres undefined)	1808	1566
59	COc1ccc(/C=C/C(=O)OCc2cccc([N+](=O)[O-])c2)cc1	1504	1674
60	CCC1CCCCN1C(=O)COc1ccc(F)cc1 (centres undefined)	1835	1668
61	Cc1ccc(/C=C/C(=O)Nc2ccc(S(N)(=O)=O)cc2)o1	1626	1457
62	O=C(Cc1c[nH]c2ccccc12)Nc1nnc(C2CC2)s1	1630	1568
63	O=C(CSCc1ccc(F)cc1)Nc1ccccc1C(=O)N1CCOCC1	1695	1432
64	COc1ccc(/C=N/NC(=O)Cn2c(Cc3ccc(OC)c(OC)c3)nc3ccccc32)cc1	1849	1735
65	CCOc1ccc(NC(=O)CC2C(=O)N(C)C(=S)N2Cc2ccco2)cc1 (centres undefined)	1659	1738
66	c1cc(Nc2ncnc3sc4c(c23)CCC4)ccn1	1850	1587
67	C=CCn1c(SCC(=O)c2c(N)n(C)c(=O)n(C)c2=O)nnc1-c1ccncc1	1649	1581
68	O=c1c2ccccc2nnn1CSc1nc2ccccc2c(=O)n1CCCO	1743	1692
69	Brc1ccc(-c2csc(N3CCOCC3)n2)cc1	2036	1575
70	CC(C)c1nnc(NC(=O)C2CCN(S(=O)(=O)c3ccc(-n4cnnn4)cc3)CC2)s1	1839	1483
71	O=C(COc1ccccc1[N+](=O)[O-])N/N=C/c1cccs1	1681	1492
72	Cc1oc2ccc(OS(C)(=O)=O)cc2c1C(=O)OC(C)C	1693	1340
73	O=c1[nH]c(CN2CCN(S(=O)(=O)/C=C/c3ccccc3)CC2)nc2ccccc12	1780	1543
74	COc1ccc(CN2C(=O)c3ccccc3C2C(=O)NC2CCCC(C)C2C)c(OC)c1 (centres undefined)	2005	1706
75	O=C1c2ccccc2-c2nnc(-c3ccc(O)cc3)cc21	2195	1762
76	Cc1ccccc1S(=O)(=O)Cc1ccc(C(=O)N2CCN(c3ncccn3)CC2)o1	1817	1930
77	O=C(CCc1nc2ccccc2c(=O)[nH]1)OCc1ccc(Cl)cc1Cl	1656	1590
78	CN(Cc1ccc(Cl)cc1)C(=O)CCl	1781	1583
79	CCOCCCNC(=O)c1cc2sc(Cl)cc2n1CC	1721	1298
80	Cc1onc(-c2ccccc2Cl)c1C(=O)OCC(=O)c1c(N)n(C)c(=O)n(C)c1=O	1723	1616
81	O=C(O)c1ccc(CNC(=O)c2ccc(C(F)(F)F)cc2)cc1	1698	1509
82	O=C(C1CC1)N1CCc2cc(Br)cc(S(=O)(=O)NCc3ccco3)c21	1934	1722
83	Cc1ccccc1-c1nnn(CC(=O)Nc2ccc3c(c2)OCO3)n1	1888	1797
84	CCCP(=O)(CC(=O)O)c1ccccc1 (centres undefined)	1953	1490
85	Cc1cc(N2CCCCC2)nc(-c2ccc(Br)cc2)n1	1709	1422
86	CN(/C=C1/C(=O)CNC1=O)CCO	1982	1604
87	CCCCOC(=O)c1ccc(NC(=O)C(=O)NCc2ccco2)cc1	1925	1543
88	OC(COC(c1ccccc1)c1ccccc1)CN1CCOCC1 (centres undefined)	1604	1808
89	COc1ccc(C2c3c(C)nn(-c4ccccc4)c3NC(=O)N2c2ccccc2)cc1 (centres undefined)	1983	1828
90	N/C(=N\OC(=O)/C=C/c1ccccc1)c1ccncc1	1732	1667
91	Cc1[nH]n(-c2ccccc2)c(=O)c1C(c1cccc([N+](=O)[O-])c1)c1c(C)[nH]n(-c2ccccc2)c1=O	1926	1598
92	Cc1nc(SCC(=O)c2ccc(F)cc2)n[nH]1	1616	1436
93	COC(=O)C1=C(C)NC2=C(C(=O)CC(C)(C)C2)C1c1cnn(C)c1C (centres undefined)	1690	1466
94	O=C(COc1ccc(/C=N/NC(=O)CSCc2ccc([N+](=O)[O-])cc2)cc1)NCc1ccco1	1592	1459
95	C(=C\c1ccccc1)/C=N/N1CCN(Cc2ccccc2)CC1	1892	1702
96	O=C(Cn1nnc(-c2cccc(C(F)(F)F)c2)n1)N1CCOCC1	1649	1672

Five structures out of the list, sorted by heavy-atom count, smallest number first.
nr	structure	SRC1 TRFRET art	SRC3 TRFRET art
92	Cc1nc(SCC(=O)c2ccc(F)cc2)n[nH]1	1616	1436
90	N/C(=N\OC(=O)/C=C/c1ccccc1)c1ccncc1	1732	1667
96	O=C(Cn1nnc(-c2cccc(C(F)(F)F)c2)n1)N1CCOCC1	1649	1672
93	COC(=O)C1=C(C)NC2=C(C(=O)CC(C)(C)C2)C1c1cnn(C)c1C (centres undefined)	1690	1466
89	COc1ccc(C2c3c(C)nn(-c4ccccc4)c3NC(=O)N2c2ccccc2)cc1 (centres undefined)	1983	1828

More results
nr	structure	SRC1 TRFRET art	SRC3 TRFRET art
97	COC(=O)[C@@]1(Cc2ccc(F)cc2)[C@H]2c3cc(C(=O)N4CCCC4)n(CCO)c3C[C@H]2CN1C(=O)c1ccccc1	1576	1541
98	O=c1c2ccccc2[nH]c(=S)n1Cc1cccs1	2235	1463
99	O=C(NCc1cccnc1)/C(=C\c1ccc(-c2ccc(Cl)c(Cl)c2)o1)S(=O)(=O)c1ccccc1	1883	1473
100	Cn1cnnc1SCc1ccc(C(=O)N/N=C(\CCC(=O)O)c2ccc(C(C)(C)C)cc2)cc1	1761	1586
101	CCCCC(CCC(=O)O)(C(=O)OCC)c1csc(Nc2ccc(C)cc2)n1 (centres undefined)	1839	1401
102	O=C(N/N=C/c1ccco1)c1ccc(N2CCCC2=O)cc1	1898	1398
103	COc1ccc(CCNC(=O)COc2ccc(C)nc2[N+](=O)[O-])cc1OC	1528	1622
104	Cc1ccccc1Nc1nc(N)nc(CSc2nc3ccccc3s2)n1	1786	1704

Record cards, as listed above. Screens in order: SRC1 TRFRET art | SRC3 TRFRET art
`O=C(NCc1cccnc1)/C(=C\c1ccc(-c2ccc(Cl)c(Cl)c2)o1)S(=O)(=O)c1ccccc1` across the screens: 1883 | 1473
`Cn1cnnc1SCc1ccc(C(=O)N/N=C(\CCC(=O)O)c2ccc(C(C)(C)C)cc2)cc1` across the screens: 1761 | 1586

(further entries)
nr	structure	SRC1 TRFRET art	SRC3 TRFRET art
105	Cc1c(Cl)c([N+](=O)[O-])nn1CC(=O)Nc1ccc2c(c1)OCO2	1997	1597
106	COc1ccc(CNC(=S)Nc2ccc(F)c(Cl)c2)cc1	1592	1415
107	CCCN1CCN(c2ncnc3scc(C4COc5ccccc5O4)c23)CC1 (centres undefined)	1682	1600
108	O=C(Cn1nc(-c2ccc3c(c2)OCCO3)ccc1=O)Nc1cccc(NC(=O)c2ccccn2)c1	1706	1722
109	NC(=O)CSc1nc2scc(-c3ccc(Cl)cc3)c2c(=O)n1Cc1ccccc1	1851	1467
110	COc1ccc(C(=O)NC(C(=O)N2CCc3ccccc32)C(C)C)cc1 (centres undefined)	1568	1525
111	COC(=O)C(c1cc(OC)c(O)c(OC)c1)(N1CCNC(C)C1)C(F)(F)F (centres undefined)	1765	1562
112	O=C(CSc1nc2cc(Cl)ccc2s1)NCc1ccc2c(c1)OCO2	1824	1700
113	Cc1nc(C/C(=N\N)c2ccc(O)cc2O)cs1	1829	1587
114	Cc1nc2ccccc2nc(=O)c1NNc1ccc([N+](=O)[O-])cc1	1626	1375
115	CC(C)Oc1ccc(C2CC(=O)N(c3ccc(C(=O)O)cc3)C2=O)cc1 (centres undefined)	1792	1826
116	CN(CCO)c1cc(N2CCC3(CC2)OCCO3)c2nonc2c1[N+](=O)[O-]	1830	1443
117	O=C(NCC1CCCO1)c1cncc(Br)c1 (centres undefined)	1630	1554
118	O=C1c2cccc3cccc(c23)C(=O)N1Cc1ccccc1	1927	1702
119	Cc1cccc(NC(=O)C(c2ccccc2Cl)N2CCOCC2)c1 (centres undefined)	1539	1361
120	O=C1NC(=O)/C(=C\c2ccc(Cl)nc2)S1	1492	1562
121	COc1ccc(OCC(=O)Nc2ccccc2C(=O)NC(C)C)cc1	1851	1566
122	NC(=O)CN1CCN(S(=O)(=O)c2ccc(Br)cc2)CC1	1652	1594
123	CCCc1c2ccccc2nc2ccccc12	1953	1571

Assay outcomes from PubChem BioAssay.
